TbPYK inhibitor: T. brucei pyruvate kinase inhibition; Q57TT1; Potency, µM (top dose mostly 76.8 µM), for the others: at the highest dose activity, negative = inhibition, hits mostly inhibitors; TbPYK enzyme, Kinase-Glo Plus ATP luminescence, 45 min; actives 0.12% (n = 410,000); note: potency is the fitted concentration of half-maximal effect; % is set by controls: 0 for no effect and ±100 for the full control effect; nearly all actives have a fitted effect of over 50% in size
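Luminescent Kinase-Glo Plus end-point after 45 min room-temperature reaction of T. brucei pyruvate kinase started with 130 uM ADP (final). Buffer TEA 50 mM pH 7.2 with KCl, MgCl2, BSA, Tween-20; titration-based qHTS with fitted concentration-effect curves.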
Cycloheximide cs: affects cycloheximide protein synthesis inhibition readout, counter-screen; cell reporter, cycloheximide protein synthesis inhibition counterscreen; max response, %; actives 12% (n = 300,000); AID 2314; in the data active = max response mostly above about 13%, no sharp cut-off; inactive = mostly below about 14%; note: read at 38.3 µM for the half of the compounds with a filed dose; 0% is about no effect
Pf growth 48h: P. falciparum growth inhibition at 48 hours (one generation); P. falciparum luciferase growth in erythrocytes, 48 h; Potency, µM (series often up to 28.7 µM), inactives show at the highest dose activity change, negative = inhibition, most hits filed as inhibitors; actives 5.9% (n = 310,000); note: potency is the fitted concentration of half-maximal effect; % is set by controls: 0 for no effect and ±100 for the full control effect
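Read-out is firefly luciferase luminescence from an integrated reporter in P. falciparum, so falling signal marks reduced parasite growth. Infected erythrocytes were at 2% hematocrit and 0.1% parasitemia (final) in Albumax-supplemented RPMI 1640.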
Shiga toxin inh: Shiga toxin inhibition; Vero cells, Shiga toxin protein synthesis inhibition reporter; inhibition, % at 38.7 µM; actives 9.2% (n = 290,000); in the data active = inhibition mostly above about 28%, no sharp cut-off; inactive = mostly below about 43%; note: 0% is about no effect
LmPK inh: inhibitors of Leishmania mexicana pyruvate kinase; Q27686; purified LmPK, Kinase-Glo ATP luminescence, 1 h; Potency, µM (highest dose often 57.5 µM), for the others: at the top dose activity change, negative = inhibition, hits mostly inhibitors; actives 0.37% (n = 290,000); AID 1721; note: potency is the fitted concentration of half-maximal effect; % is set by controls: 0 for no effect and ±100 for the full control effect
Target sequence (Q27686 whole entry, looked up): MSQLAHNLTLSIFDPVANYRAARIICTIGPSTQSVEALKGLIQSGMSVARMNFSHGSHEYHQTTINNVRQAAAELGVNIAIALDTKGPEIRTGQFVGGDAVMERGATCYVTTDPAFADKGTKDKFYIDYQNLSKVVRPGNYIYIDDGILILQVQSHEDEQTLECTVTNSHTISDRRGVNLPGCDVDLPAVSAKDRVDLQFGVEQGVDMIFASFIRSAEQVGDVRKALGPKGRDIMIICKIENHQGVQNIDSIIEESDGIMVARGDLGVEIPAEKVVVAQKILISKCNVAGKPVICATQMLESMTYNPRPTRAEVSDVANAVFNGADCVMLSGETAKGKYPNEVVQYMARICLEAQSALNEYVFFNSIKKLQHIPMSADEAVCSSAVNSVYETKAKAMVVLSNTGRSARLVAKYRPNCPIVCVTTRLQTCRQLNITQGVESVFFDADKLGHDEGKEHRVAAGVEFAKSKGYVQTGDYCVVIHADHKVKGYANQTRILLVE
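In 50 mM imidazole pH 7.2 with 7 mM MgCl2, LmPK (0.1 nM) turned over PEP (0.5 mM) and ADP (0.1 mM) for 1 h at room temperature. Luciferase read-out of ATP.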
Pf growth 96h: P. falciparum growth inhibition at 96 hour, primary screen for plastid delayed-death inhibitors | P. falciparum luciferase reporter growth, 96 h | Potency, µM (titrated, usually from 28.7 µM), for inactives: top-dose activity change, negative = inhibition, usual class: inhibitors | actives 6.9% (n = 320,000) | AID 504834; note: potency is the fitted concentration of half-maximal effect; % is set by controls: 0 for no effect and ±100 for the full control effect
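Erythrocytes infected with luciferase-expressing P. falciparum were dispensed at 2% hematocrit and 0.05% parasitemia (final), then incubated with compounds 96 hours at 37 C in 5% CO2. Luminescence after detection reagent addition reported growth.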
AMA1-RON2 inh: inhibitors of Plasmodium falciparum AMA1-RON2 interaction. Potency, µM (series often up to 58.2 µM), for inactives: at the highest dose activity change, negative = inhibition, hits mostly inhibitors. actives 0.2% (n = 360,000). AID 720542. AlphaScreen AMA1-biotinylated RON2 peptide binding;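 note: potency is the fitted concentration of half-maximal effect; 0% = vehicle wells and -100% = peptide control; nearly all actives have a fitted effect of over 45% in size; some results filed as inactive show a strong effect at the top dose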
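AMA1 (3D7) with his tag at 25 nM final met compounds first, then biotinylated RON2 peptide at 25 nM; detection used donor plus acceptor beads, 10 µg/mL apiece, read by AlphaScreen after 30 min at room temperature.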
An asterisk follows results filed as active; u = inconclusive; x = not tested or not shown; [ ] = remark or other dose. Unless noted, calls come from the whole dose curve; as a rule, active = well fitted curve in the direction sought with a large enough effect; inconclusive = small, poorly fitted or top-dose-only effect, or another doubt; inactive = no such curve, though single readings can be large; an effect the other way counts as inactive or inconclusive.

SMILES	TbPYK inhibitor	Cycloheximide cs	Pf growth 48h	Shiga toxin inh	LmPK inh	Pf growth 96h	AMA1-RON2 inh
O=C(c1ccc2nc(N3CCOCC3)sc2c1)N1CCCC1	2%	9	17%	8	-13%	-19%	6%
COc1ccc(/C=N/n2c(SC)nnc2-c2ccccc2)cc1C	0%	-3	6%	-10	2%	-5%	-10%
c1coc(C2OCC3(CO2)COC(c2ccco2)OC3)c1 (centres undefined)	-1%	0	15%	-9	-3%	23%	-5%
Cc1c(C(C)(C)C)s/c(=N/S(=O)(=O)c2ccccc2)n1C	2%	5	u	5	1%	47%[activator]	2%
O=C(NCc1ccc2c(c1)OCO2)c1c(O)nc2sccn2c1=O	-4%	x	u	x	x	2%	14%
COCc1[nH]nc2c1C1(C(=O)N(C)c3ccccc31)C(C#N)=C(N)O2 (centres undefined)	-6%	-4	4%	-1	3%	-15%	-9%
CC(C)(C)OC(=O)N1CCC(NC(=O)c2nc[nH]c2C(=O)NCC(=O)OCc2ccccc2)CC1	-4%	-1	0%	7	-1%	40%[activator]	158%[activator]
O=S(=O)(NN=C1CCCCCC1)c1ccc(Cl)cc1	-1%	-1	24%	21	-3%	1%	-6%
CCCC(=O)Nc1cc(C)c(NC(=O)c2ccco2)cn1	8%	9	-4%	x	0%	-8%	12%
Cc1cccc(NS(=O)(=O)c2ccc(C)c(C(=O)N(C)C3CCN(C)CC3)c2)c1	-7%	x	11%	x	x	12%	23%
Cc1ccc(-c2noc(CN3CCC(C(N)=O)CC3)n2)cc1	4%	41*	84%[activator]	84*	-7%	5%	6%
C=CCn1c(SCc2c(C)noc2C)nc2sc3c(c2c1=O)CCC(C)C3 (centres undefined)	15%	-4	u	-13	5%	-1%[5.75 µM]	-10%
O=S(=O)(Nc1ccncc1)c1cc(Cl)ccc1Cl	-1%	-2	6%	5	-1%	-12%	3%
Cc1ccc(-n2ncc3c2CCCC3NC(=O)CCCN2CCCCC2=O)cc1C (centres undefined)	5%	14	-6%	6	-4%	13µM*	-1%
CNC(=S)N1CCc2ccccc2C1	1%	-4	u	-2	0%	37%[activator]	15%
Cc1cccc(OCC(=O)OC(C)CN2CCCCC2)c1 (centres undefined)	0%	1	3%	1	0%	u	-7%
NC(=O)CNC(=O)[C@@H]1CC2(CC(c3ccccc3)=NO2)CN1C(=O)c1ccc(Br)cc1 (some centres undefined)	-1%	-6	6%	-12	0%	4%	5%
Cc1ccc(NC(=O)c2oc3c(c2C)C(=O)CC(C)(C)C3)cc1	0%	-2	5%	-18	-14%	3%	-3%
Cc1nnc(SCc2ccc([N+](=O)[O-])cc2)[nH]c1=O	-4%	-1	13%	9	-4%	5%	13%
Cc1ccc(N=Cc2c(O)ccc3ccccc23)cc1F	-7%	12	9%	15	1%	u	-2%
CCOC(=O)c1cc(NC(=O)c2ccc(OC)cc2)c(=O)oc1-c1ccccc1	5%	-5	14%	-12	0%	30%[activator]	0%
NNC(=O)c1oc2nc(-c3ccco3)cc(-c3ccco3)c2c1N	4%	-3	u	-20	-1%	u	25%
Cc1cc(C)c2nc(N(CCCN(C)C)C(=O)c3ccc4c(c3)OCCO4)sc2c1	5%	x	10µM*	x	x	7.4µM*	u
Cc1ccc(CCNC(=O)C2CCN(S(=O)(=O)c3cccc4cccnc34)CC2)cc1	-13%	-2	u	-3	4%	25%	-2%
CCOC(=O)C1CN(S(=O)(=O)c2ccc(Cl)cc2)c2cc(S(=O)(=O)CC)ccc2O1 (centres undefined)	1%	-5	u	29	0%	-29%	-2%
SMILES	TbPYK inhibitor	Cycloheximide cs	Pf growth 48h	Shiga toxin inh	LmPK inh	Pf growth 96h	AMA1-RON2 inh
O=S(=O)(Nc1ncnc2scc(-c3ccc(F)cc3)c12)c1cc(F)ccc1F	0%	-1	-3%	-2	5%	10%	3%
CCOC(=O)c1ccc(NC(=O)CSc2nc3ncccc3[nH]2)cc1	-3%	23*	23%	16*	4%	u	1%
Cc1ccc(S(=O)(=O)N2CCC(C(=O)OCC(=O)N(Cc3ccccc3)C(C)(C)C)CC2)cc1C	1%	x	u	x	x	-24%	-10%
CN(CC(=O)Nc1ccc(Cl)c(Cl)c1)C(=O)/C=C/c1ccc(F)cc1	-3%	-2	-8%	-15	4%	u	-7%
Cc1ccc(S(=O)(=O)N2CCN(C(=O)CN3C(=O)c4ccccc4C3=O)CC2)c(C)c1	25%	x	30%	x	x	22%	-4%
COc1ccc(C(=O)Nc2c(Cl)cc(Cl)cc2C(=O)N2CCOCC2)cc1	3%	-2	14%	-7	-4%	3%	-2%
O=C(/C=C/c1ccccc1)NCCc1ccc2c(c1)OCCO2	-2%	8	6%	36*	5%	11%	-17%
COc1cccc(C(=O)Nc2ccc(N(C)C)cc2)c1OC	-16%	39*	0%	124*	-27%	x	1%
Cc1cc(C2=NNC(=NCCc3ccccc3)SC2)c(C)n1CC1CCCO1 (centres undefined)	-24%	46*	u	194*	-3%	u	45%[activator]
COc1ccc(Oc2c(C(F)(F)F)oc3cc(OCC(=O)O)ccc3c2=O)cc1	-15%	1	15%	-3	-1%	9.3µM*	-5%
COc1ccc(S(=O)(=O)NCc2ccccn2)cc1Cl	2%	-2	22%	10	-3%	x	34%[activator]
CC(=O)O[C@@]12CO[C@@H]1C[C@H](OC1OCC(O)C(O)C1O)[C@@]1(C)C(=O)[C@H](O)C3=C(C)[C@@H](OC(=O)[C@H](O)[C@@H](NC(=O)c4ccccc4)c4ccccc4)C[C@@](O)([C@@H](OC(=O)c4ccccc4)C12)C3(C)C (some centres undefined)	5%	-2	u	1	1%	0.037µM*	-3%
O=C(COC(=O)/C=C/c1cn(-c2ccccc2)nc1-c1ccc2c(c1)OCCO2)NC1CCS(=O)(=O)C1 (centres undefined)	2%	4	u	16	3%	u	4%
CCCCSc1nn[nH]n1	4%	-2	16%	16	0%	x	-2%
N#CC1=C2N=C(N)c3ccccc3N2C2=C(C(=O)CCC2)C1c1cccc(Cl)c1 (centres undefined)	-1%	-6	u	-16	1%	u	u
Cc1cc(-c2ccc(N3CCOCC3)cc2)nc2ccccc12	-11%	30*	202%[activator]	28*	-4%	190%[activator]	21%
CN(C)CCc1ccc(O)cc1	3%	x	-5%	x	x	-14%	x
CC(=O)NC(O)C(=O)c1ccccc1 (centres undefined)	0%	-3	10%	38	-1%	-1%	1%
CC1CCN(C(=O)C2CCN(CC(C)c3ccccc3)CC2)CC1 (centres undefined)	2%	-2	2%	-6	-1%	8%	-8%
O=C(COC(=O)c1cc2c(s1)CCCCC2)NC1CCS(=O)(=O)C1 (centres undefined)	1%	x	0%	x	x	25%	-1%
CC(C)(C#N)Nc1ccccc1	-7%	1	-7%	1	4%	u	0%
CCn1nc(C)c(CN2CCN(Cc3cccc(OC)c3)C(CCO)C2)c1C (centres undefined)	-4%	4	-3%	-11	-3%	12µM*	-14%
Fc1ccc2c(c1)nnn2C1CCN(Cc2nnnn2C2CCCCC2)CC1	-1%	-4	u	-12	4%	-8%	-11%
CSc1nnc(-c2ccc(F)cc2)o1	-10%	15	u	14	-4%	x	1%
CC1(C)C(=O)OC(/C=C\c2cccc([N+](=O)[O-])c2)C(C)(C)C1=O (centres undefined)	3%	-3	14%	7	2%	89%[activator]	-17%

Laid out differently: results already given.
c1coc(C2OCC3(CO2)COC(c2ccco2)OC3)c1 (centres undefined)
  TbPYK inhibitor: -1%	Cycloheximide cs: 0	Pf growth 48h: 15%	Shiga toxin inh: -9	LmPK inh: -3%	Pf growth 96h: 23%	AMA1-RON2 inh: -5%

Cc1c(C(C)(C)C)s/c(=N/S(=O)(=O)c2ccccc2)n1C
  TbPYK inhibitor: 2%	Cycloheximide cs: 5	Pf growth 48h: u	Shiga toxin inh: 5	LmPK inh: 1%	Pf growth 96h: 47%[activator]	AMA1-RON2 inh: 2%

O=C(NCc1ccc2c(c1)OCO2)c1c(O)nc2sccn2c1=O
  TbPYK inhibitor: -4%	Cycloheximide cs: x	Pf growth 48h: u	Shiga toxin inh: x	LmPK inh: x	Pf growth 96h: 2%	AMA1-RON2 inh: 14%

COCc1[nH]nc2c1C1(C(=O)N(C)c3ccccc31)C(C#N)=C(N)O2 (centres undefined)
  TbPYK inhibitor: -6%	Cycloheximide cs: -4	Pf growth 48h: 4%	Shiga toxin inh: -1	LmPK inh: 3%	Pf growth 96h: -15%	AMA1-RON2 inh: -9%

Next part
SMILES	TbPYK inhibitor	Cycloheximide cs	Pf growth 48h	Shiga toxin inh	LmPK inh	Pf growth 96h	AMA1-RON2 inh
CCOC(=O)C1=C(C)N(C)C(=O)NC1c1cccc2ccccc12 (centres undefined)	-22%	-1	2%	-6	-4%	7%	2%
CCOc1ccccc1OCC(=O)Nc1cccc(S(=O)(=O)NC2=NCCCCC2)c1	-7%	x	u	x	x	u	6%
CCS(=O)(=O)N1Cc2ccccc2CC1C(=O)N(C)Cc1ccc(OC)cc1OC (centres undefined)	3%	3	u	-12	-6%	u	-8%
COC(=O)c1ccc(OCCOc2ccc(C(=O)OC)cc2)cc1	-1%	2	x	13	10%	6%	-15%
Cc1cc(F)ccc1S(=O)(=O)NCC1CC2CCC1C2 (centres undefined)	-10%	-6	u	-2	0%	-17%	6%
CC(=O)OCCCN1C(=O)c2ccc(Br)cc2C1=O	-2%	4	1%	8	3%	12%	-5%
CCOc1ccccc1NC(=O)CSc1nnc(CNC(=O)c2ccco2)o1	0%	-3	14%	-8	-2%	0%	5%
CCOc1cc(C(=O)Nc2cc(OC)cc(OC)c2)ccc1OCC(=O)N1CCOCC1	-5%	x	u	x	x	u	2%
CCOC(=O)C1=C(c2ccccc2)N=c2s/c(=C\c3ccco3)c(=O)n2C1c1cccs1 (centres undefined)	-14%	-1	16%	-6	0%	-13%	u
CN(C(=O)CSc1nc(-c2ccc(F)cc2)cs1)C1CCS(=O)(=O)C1 (centres undefined)	-3%	-1	24%	14	-1%	u	4%
Cc1c(NP(=S)(C(C)(C)C)C(C)(C)C)c(=O)n(-c2ccccc2)n1C	-2%	0	20%	-15	2%	25%	-5%
COc1ccc(OC)c(CN2CCN(C(=O)c3cccc4ccccc34)CC2)c1	25%	1	-3%	-25	-2%	7%	u
CC(C)c1cccc(OCCN2CCCC2)c1	-2%	5	-26%	-4	3%	10µM*	-9%
Cc1cc(SCC(=O)OCC(=O)NCc2ccc3c(c2)OCO3)c(C)cc1Br	4%	-3	18%	9	3%	15%	-2%
CCOc1ccc(NC(N)=O)cc1OCC	9%	-2	x	-4	2%	u	-4%
O=C1c2cccc3c([N+](=O)[O-])ccc(c23)C(=O)N1Cc1cccnc1	-6%	7	u	15	5%	5%	-9%
CN(CC(=O)N1CCc2ccccc21)S(=O)(=O)c1ccc(Cl)cc1	-1%	-3	3%	-2	6%	25%	11%
CCc1ccc(S(=O)(=O)NCc2cccnc2)cc1	3%	-3	47%[activator]	12	4%	-1%	12%
O=C(/C=C/c1ccccc1)NCCS(=O)(=O)N1CCN(c2ccccc2F)CC1	-11%	x	-23%	x	x	-5%	3%
Cc1cc(C)n2nc(SCC(N)=O)nc2n1	-1%	-2	19%	-17	-1%	12%	16%

Source: PubChem BioAssay
